D3 ag: agonists of human D3 dopamine receptor | P35462 | D3R DiscoveRx beta-arrestin cells, luminescence, 90 min | max activation, % | 410,000 tested, 0.58% active; in the data active means max activation above about 30%; further: 0% is about no effect; mostly tested at two doses, the higher about 12 µM
Target sequence (P35462 whole entry, looked up): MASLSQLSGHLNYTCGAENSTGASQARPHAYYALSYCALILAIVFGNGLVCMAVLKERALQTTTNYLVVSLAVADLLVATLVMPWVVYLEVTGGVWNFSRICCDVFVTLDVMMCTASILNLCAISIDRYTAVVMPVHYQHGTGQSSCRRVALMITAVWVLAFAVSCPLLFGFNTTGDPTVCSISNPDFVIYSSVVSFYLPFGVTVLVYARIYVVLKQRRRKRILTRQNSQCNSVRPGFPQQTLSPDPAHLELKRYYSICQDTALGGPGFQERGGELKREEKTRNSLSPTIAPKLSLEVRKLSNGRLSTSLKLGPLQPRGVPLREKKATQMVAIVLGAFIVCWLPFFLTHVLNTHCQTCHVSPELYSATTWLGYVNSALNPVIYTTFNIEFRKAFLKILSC
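Cells at 1500/well, incubated overnight, then treated with pinned compounds (dopamine as control) for 90 min at 37 degrees C. DiscoveRx reagent added for 30 - 60 minutes at room temperature; luminescence read.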
KB-V1 cytotox: KB-V1 MDR subline cytotoxicity | AID 1347076 | 400,000 tested, 3.4% active | Potency, µM (doses to about 46.1 µM), for inactives: at the top dose activity change, negative = cytotoxicity, most hits filed as cytotoxic | KB-V1 MDR cells viability, CellTiter-Glo, 72 h; further: potency means the concentration at half of the fitted maximal effect; on the % scale 0 is the no-effect control and ±100 the full control effect; nearly all actives have a fitted effect of over 60% in size
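Cytotoxicity toward P-gp-expressing KB-V1 cells was determined as loss of CellTiter-Glo luminescence after 72 h at 37 degrees C. Compounds were tested in quantitative HTS format across a concentration range, with curves fitted to normalized data.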
D3 antag: blocks the human D3 dopamine receptor; P35462; D3R cells, DiscoveRx beta-arrestin luminescence, antagonist mode; hits give low values; max response, negative = inhibition, %; 360,000 tested, 2.5% active; AID 652054; in the data active means max response below about -50%; inconclusive means no clear call, values can overlap the other calls; further: on the % scale 0 is the no-effect control and ±100 the full control effect; mostly tested at two doses, the higher about 12 µM
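Cells plated overnight at 1500 cells/well, then exposed to library compounds with dopamine controls for 90 minutes at 37 degrees C. DiscoveRx reagent added for 30–60 minutes at room temperature; luminescence read, quantitative HTS format.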
GLP-1R inv ag: acts as inverse agonist at human GLP-1 receptor; HEK293 GLP-1R CRE-luciferase, luminescence, 24 h; GLP-1R form is constitutively active; Potency, µM (doses to about 38.3 µM), for the others: top-dose activity change, negative = inhibition, actives largely listed as inhibitors; 410,000 tested, 1.6% active; AID 624417; further: potency means the concentration at half of the fitted maximal effect; on the % scale 0 is the no-effect control and ±100 the full control effect; nearly all actives have a fitted effect of over 55% in size
Target sequence (P43220 whole entry, looked up): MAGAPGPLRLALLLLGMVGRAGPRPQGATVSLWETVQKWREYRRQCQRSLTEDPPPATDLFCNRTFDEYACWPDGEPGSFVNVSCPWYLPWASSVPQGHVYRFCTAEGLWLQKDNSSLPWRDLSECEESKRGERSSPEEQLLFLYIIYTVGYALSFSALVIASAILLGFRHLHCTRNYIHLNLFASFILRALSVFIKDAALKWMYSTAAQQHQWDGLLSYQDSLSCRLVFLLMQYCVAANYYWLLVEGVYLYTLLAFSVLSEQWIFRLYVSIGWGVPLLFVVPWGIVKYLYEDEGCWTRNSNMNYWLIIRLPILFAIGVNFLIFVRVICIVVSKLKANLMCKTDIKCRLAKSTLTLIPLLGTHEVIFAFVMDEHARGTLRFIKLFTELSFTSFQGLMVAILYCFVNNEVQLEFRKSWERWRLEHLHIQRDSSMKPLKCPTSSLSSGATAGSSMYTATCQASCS
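qHTS in 1536-well format: reporter HEK293 cells expressing constitutive GLP-1R activity in DMEM + 10% Nu serum, 24 hr with compounds at 37 deg C, luminescence read after 12 min with detection reagent.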
GLP1R ag: activates the human GLP-1 receptor; HEK293 GLP-1R CRE-luciferase, luminescence, 4-6 h; cells express a hypersensitive GLP-1R form; Potency, µM (highest dose often 45.6 µM), for inactives: top-dose activation, most hits filed as activators; 380,000 tested, 0.007% active; AID 624172; further: potency means the concentration at half of the fitted maximal effect; % of control where 0% means no effect
aSyn yeast inh: alpha-synuclein toxicity inhibition in yeast; Potency, µM (top dose mostly 46.1 µM), inactives show at the top dose growth rescue (activation), hits mostly activators; AID 652106; 370,000 tested, 0.14% active; Yeast expressing alpha-synuclein, growth rescue, BacTiter-Glo, 24 h; further: potency means the concentration at half of the fitted maximal effect; % of control where 0% means no effect; nearly all actives have a fitted effect of over 65% in size
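Galactose-induced alpha-syn yeast (OD600=0.02, raffinose-pregrown) + pinned cpd, 24 hr, 30 deg C; growth by BacTiter-Glo luminescence. Growth restoration scores as activation.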
PTHR1 ag: PTHR1 (human) receptor agonism | Potency, µM (highest dose often 115 µM), inactives show at the top dose activation, hits mostly activators | 410,000 tested, 0.075% active | HEK293 GP2 PTHR1 cells, GloSensor cAMP luminescence, 1 h; further: potency means the concentration at half of the fitted maximal effect; nearly all actives have a fitted effect of over 55% in size; some results filed as inactive show a strong effect at the top dose; inactives centre near -15; many of its hits are not listed in these tables
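HEK-293-derived GP2 cells expressing PTHR1 and a GloSensor cAMP reporter, 3,000/well, plated overnight, given luciferin plus IBMX (each 0.5 mM as added) for 1 h at 37 °C, then compound for 1 h at 37 °C. Luminescence was read after 15 min at room temperature.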
TDP-43 yeast inh: rescues yeast growth from TDP-43 toxicity; 410,000 tested, 1.8% active; AID 652104; TDP-43 expressing yeast growth rescue, BacTiter-Glo, 24 h; Potency, µM (top dose mostly 46.1 µM), without a hit: top-dose growth rescue (activation), actives largely listed as activators; further: potency means the concentration at half of the fitted maximal effect; % of control where 0% means no effect; nearly all actives have a fitted effect of over 50% in size
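Galactose-induced TDP-43 yeast, OD600=0.02, compound pinned; 24 hr, 30 deg C; BacTiter-Glo luminescence for growth. Inhibitors of TDP-43 toxicity read as activators.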
HEK293 tox: cytotoxicity counter-screen for GLP-1 receptor inverse agonists; HEK293 cAMP-luciferase reporter cells, luminescence, 24 h; Potency, µM (highest dose often 38.3 µM), for the others: top-dose activity change, negative = inhibition, most hits filed as inhibitors; 410,000 tested, 0.13% active; AID 624418;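 further: loss of luciferase light is scored as toxicity; potency means the concentration at half of the fitted maximal effect; on the % scale 0 is the no-effect control and ±100 the full control effect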
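A 23 nL compound transfer followed 12 hours of cell culture at 37 deg C; exposure then lasted 24 hr. Luciferase assay detection reagent was dispensed and plates read for luminescence after a 12 min room-temperature wait.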
The depositor's hits bear a star; i = inactive; ? = inconclusive; · = not tested or not shown; [ ] = remark or other dose. Unless noted, the call rests on the fitted dose curve; in most records, active means well fitted curve in the direction sought with a large enough effect; inconclusive means small, poorly fitted or top-dose-only effect, or another doubt; inactive means no such curve, though single readings can be large; an effect the other way counts as inactive or inconclusive.

SMILES	D3 ag	KB-V1 cytotox	D3 antag	GLP-1R inv ag	GLP1R ag	aSyn yeast inh	PTHR1 ag	TDP-43 yeast inh	HEK293 tox
COCCNc1ncnc2c1ncn2[C@H]1CN(Cc2ccc(Cl)cc2)C[C@@H](CO)O1	3	6%	0	26%	-6%	3%	-4%	4%	7%
CSc1nc2[nH]ncc2c(=O)n1-c1ccccc1	-2	24%	-4	46%[activator]	1%	-4%	i	-7%	8%
Cc1cccc(S(=O)(=O)c2c(N)n(-c3ccccc3)c3nc4ccccc4nc23)c1	-24	2.9µM*	-30	8%	16%	1%	i	-9%	3%
CC(Sc1nnc(N)s1)C(=O)NCc1ccc2c(c1)OCO2 (stereo not drawn)	-4	12%	0	7%	4%	-1%	i	3%	-3%
CCCCCCCCC(c1nc2ccccc2[nH]1)N1CCN=C(c2ccccc2)C1=O (stereo not drawn)	3	7%	0	?	4%	-17%	-16%	-19%	-9%
COc1cc(C(=O)Nc2ccc3nn(-c4ccc(F)cc4)nc3c2)cc(OC)c1OC	-1	1%	·	-5%	·	·	-86%[inhibitor]	11%	0%
Cc1ccc(C2Nc3cccc4cccc(c34)N2)s1	-3	?	-61*	117%[activator]	-33%	-10%	-12%	10µM*	?
COc1ccccc1NC(=O)CSc1oc(-c2cccs2)nc1S(=O)(=O)c1ccc(Br)cc1	8	2%	·	2%	·	·	i	14%	5%
CCN1C(=O)CSC1=Nc1ccc(OC)cc1	1	3%	8	35%[activator]	1%	7%	i	17%	-4%
CC(C)Cn1c(=O)c2sccc2n2c(CCCC(=O)NC3CCCCC3)nnc12	11	·	·	4%	·	·	-21%	20%	4%
CCOC(=O)/C=C/c1ccccc1S(=O)(=O)NC(C)(C)C	14	?	40	-23%	11%	14%	-10%	?	11%
Cc1oc(-c2ccccc2F)nc1CS(=O)(=O)CC(=O)N1CCc2ccccc21	5	7%	-21	-3%	-6%	-4%	-12%	4%	5%
COc1ccc(-c2cnnc(N/N=C/c3ccc(C)o3)n2)cc1	3	?	3	3%	8%	2%	-17%	1%	8%
O=C(O)c1cccc(-c2nnn(Cc3ccccc3Cl)n2)c1	0	1%	-10	?	-11%	20%	-21%[57.5 µM]	28%	-17%
O=C(NC1CCCCC1)C(C1CC1)n1c(=O)c(-c2ccccc2)nc2ccccc21 (stereo not drawn)	5	?	-26	?	·	1%	i	0%	-10%
CCCSCCCNC(=O)CN1C(=O)COc2ccc(S(=O)(=O)N3CCC(C)CC3)cc21	-6	?	·	12%	-5%	22%	i	20%	-7%
CCc1ccc(NC(=O)C(C)OC(=O)Cn2[nH]c(=O)c3ccccc3c2=O)cc1 (stereo not drawn)	7	25%	6	9%	-7%	?	-5%	10%	6%
COc1ccc(C)cc1-n1nnnc1SCc1nc(N)nc(N(C)C)n1	0	-7%	4	13%	-3%	-1%	-21%	-2%	2%
CCOc1cc(C(=O)Nc2ccc(S(=O)(=O)Nc3cc(OC)nc(OC)n3)cc2)cc(OCC)c1OCC	-11	15%	·	3%	·	·	-16%	11%	11%
CN(C)c1ccc(/C=N\NC(=O)c2csnn2)cc1	0	-24%	-8	?	-44%[inhibitor]	-1%	-10%	-25%	21%
O=C(C(Cc1ccccc1)N1C(=O)C2C3CCC(C3)C2C1=O)N1CCCCC1 (stereo not drawn)	11	-29%	10	0%	3%	0%	-3%[57.5 µM]	3%	-29%
COc1cccc(NC(=O)Nc2nnc(-c3ccccc3SCc3ccccc3)s2)c1	-5	-4%	4	1%	14%	-4%	-5%	11%	-22%
COC1=C(N)C(=O)c2nc(-c3nc(C(=O)O)c(C)c(-c4ccc(OC)c(OC)c4O)c3N)ccc2C1=O	-102	0.21µM*	-118*	-93%	-11%	-18%	-49%[inhibitor]	-91%[inhibitor]	?
COc1ccccc1NS(=O)(=O)c1cc(C(=O)NCC2CCCO2)ccc1C (stereo not drawn)	-7	-4%	-6	10%	2%	2%	i	10%	1%
CC(=O)Nc1cc(-c2ccc(C(=O)N3CCOCC3)cc2)cn2c(-c3ccc(C(C)=O)cc3)cnc12	4	4%	17	-20%	-2%	-9%	-21%	13%	3%
COc1ccc(CN2COc3ccc4c(-c5ccccc5)cc(=O)oc4c3C2)cc1OC	-22	14%	·	1%	·	·	i	-37%[inhibitor]	212%[activator]
Cc1cc(-c2nnc(SCC(=O)Nc3ccccn3)o2)no1	-2	1%	?	3%[0.307 µM]	9%	-3%	-22%	5%	8%[0.307 µM]
O=C(NNc1ccc([N+](=O)[O-])cc1)c1ccco1	2	5%	-22	?	-1%	1%	i	3%	?
Cc1nc([N+](=O)[O-])c(Br)n1CC(=O)c1cccc([N+](=O)[O-])c1	6	-1%	-51*	?	7%	-6%	-35%[inhibitor]	-16%	?
Fc1ccccc1-c1csc(-c2cccnc2)n1	10	-10%	0	11%	11%	-14%	i	-4%	-21%
COc1ccc(C(=O)C(C)OC(=O)CCN2C(=O)C3CC=CCC3C2=O)cc1 (stereo not drawn)	-1	-16%	-24	5%	4%	-2%	-8%	5%	9%
Cc1ccc(C(c2nnnn2CCC(C)C)N2CCN(C)CC2)cc1 (stereo not drawn)	-1	1%	-67*	-26%	-2%	3%	-13%[57.5 µM]	7%	-13%
O=C(O)COc1ccc(C=C2SC(=S)N(c3ccccc3)C2=O)cc1	-7	1%	3	-14%	1%	0%	-3%	-4%	?
CCOc1ccccc1C(=O)Nc1ccc(S(=O)(=O)Nc2nccc(C)n2)cc1	4	?	4	75%[activator]	-6%	-6%	i	-15%	-19%
COc1ccc(OCCCC(=O)Nc2ccc(N3CCCCC3)cc2)cc1	4	-4%	11	16%	-10%	2%	i	6%	-1%
Cc1nnc(NC(=O)c2ccc(S(=O)(=O)N3CCOCC3)cc2)s1	-6	13%	-10	9%	0%	0%	-7%	-22%	-44%
CCOC(=O)N1C2=NC(C(=O)OC)=C(C(=O)OC)[C@@H]3Nc4ccccc4[C@]23C[C@H]1C(=O)OC	23	5%	17	26%	5%	5%	i	8%	-4%
N#C/C(=C(/O)c1ccc([N+](=O)[O-])o1)c1nc2ccccc2[nH]1	-13	?	?	20%	0%	-7%	-20%	1%	6%
C/C=C/c1ccc(OCCCCN(C)Cc2ccccc2)c(OC)c1	-19	1%	-12	?	8%	3%	i	-17%	-24%
CC(=O)N1CCc2cc(S(=O)(=O)N3c4ccccc4CC3C)ccc21 (stereo not drawn)	-9	?	-51*	-6%	0%	-5%	-5%[57.5 µM]	-1%	-22%
O=C1CN(C(=O)CN2CCCC2)C(c2ccccc2)c2cc(Br)ccc2N1 (stereo not drawn)	-7	?	?	?	3%	6%	-10%[57.5 µM]	11%	-25%
CC1(C)CC2CC(C)(CN2S(=O)(=O)c2ccc(C(=O)Nc3cc(S(=O)(=O)N4CCOCC4)ccc3Cl)cc2)C1 (stereo not drawn)	3	?	-12	-26%	-5%	2%	-3%	13%	0%
O=C(CSc1nnc(CNC(=O)c2cccc(C(F)(F)F)c2)o1)NC1CCCC1	6	19%	2	-21%	2%	4%	i	26%	-6%
O=C(NC(=S)Nc1cccc(O)c1)c1ccco1	-8	0%	?	-6%	-7%	-2%	-50%[inhibitor]	19%	0%
CCCCNc1oc(-c2cccs2)nc1S(=O)(=O)c1ccccc1	3	15µM*	13	?	24%	1%	-2%[57.5 µM]	6%	-26%
O=C(Nc1c[nH]c(=O)[nH]c1=O)c1ccccc1Cl	1	16µM*	21	6%	1%	-2%	-13%	4%	-7%
COc1ccc([C@H]2CC(=O)C=C(c3ccc(-c4ccccc4)c(F)c3)C2)cc1	-8	2%	0	30%	-5%	-3%	-6%	-10%	-2%
O/N=C1/CCSc2ccccc21	-1	11%	-23	4%	-5%	4%	i	8%	-4%
NC(=O)c1nn2c(C(F)(F)F)cc(-c3ccccc3)nc2c1Br	7	4%	4	15%	15%	21%	i	-7%	-6%
CCc1ccc(NC(=O)c2ccc3c(c2)C(=O)N(CCOC)C3Nc2ccc(CC)cc2)cc1 (stereo not drawn)	3	?	15	2%	11%	3%	-6%	13%	-2%
COc1ccc2[nH]cc(CCNC(=O)c3ccco3)c2c1	-14	0%	-13	6%	6%	-5%	i	21%	0%
CCOC(=O)c1cccc(NS(=O)(=O)c2cc(-c3cnc(C)o3)ccc2OC)c1	6	-18%	·	14%	·	·	i	23%	-2%
CCOC(=O)c1ccc2c(c1)N(Cc1ccc(F)cc1Cl)C(=O)c1ccccc1S2(=O)=O	2	-18%	·	-8%	·	·	-75%	6%	5%
CC(C)CN(/C=N/c1sc2c(c1C#N)CCCCC2)CC(C)C	-3	4%	9	?	-7%	10%	-83%[inhibitor]	19%	-13%
N#Cc1ccccc1S(=O)(=O)N1CCN(C(=O)CCc2ccccc2)CC1	1	?	7	1%	-1%	0%	16%	22%	-6%

5 records picked at random from the list so far, as already listed:
SMILES	D3 ag	KB-V1 cytotox	D3 antag	GLP-1R inv ag	GLP1R ag	aSyn yeast inh	PTHR1 ag	TDP-43 yeast inh	HEK293 tox
CCc1ccc(NC(=O)c2ccc3c(c2)C(=O)N(CCOC)C3Nc2ccc(CC)cc2)cc1 (stereo not drawn)	3	?	15	2%	11%	3%	-6%	13%	-2%
CC(Sc1nnc(N)s1)C(=O)NCc1ccc2c(c1)OCO2 (stereo not drawn)	-4	12%	0	7%	4%	-1%	i	3%	-3%
COc1ccc(C)cc1-n1nnnc1SCc1nc(N)nc(N(C)C)n1	0	-7%	4	13%	-3%	-1%	-21%	-2%	2%
N#C/C(=C(/O)c1ccc([N+](=O)[O-])o1)c1nc2ccccc2[nH]1	-13	?	?	20%	0%	-7%	-20%	1%	6%
COc1ccc(CN2COc3ccc4c(-c5ccccc5)cc(=O)oc4c3C2)cc1OC	-22	14%	·	1%	·	·	i	-37%[inhibitor]	212%[activator]

High-throughput results: PubChem BioAssay, National Center for Advancing Translational Sciences (NCATS)

These rows are one share of the data; rates above refer to the full screens.
